Screening data (PubChem)
Efflux pump inh = inhibitors of Candida antifungal efflux pumps expressed in yeast; S. cerevisiae Candida pump triplex, Nile Red efflux; inhibition, % at 10 µM; hit rate 0.44% among 330,000; AID 485275;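 active = plate passing quality check with inhibition over a set limit, or well fluorescence over plate mean plus 4 SD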;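 note: Nile Red retained in pooled yeast measured as flow cytometry median fluorescence; 0% = buffer negative control and 100% = Enniatin B positive control; higher means more Nile Red kept so more efflux inhibition; some compounds called inactive have numbers as strong as hits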
HCV core dimer = HCV core protein dimerization inhibition | TR-FRET GST/Flag-core106 dimerization, 1536-well | AID 1899 | hit rate 0.33% among 300,000 | inhibition, % at 5 µM;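 active = inhibition above the mean of all tested compounds plus 3 SD, set per screening campaign, cut at about 45% in these data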
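Assay system: Tagged HCV core106 pair (GST and Flag) | Buffer or medium: KF-containing HEPES buffer, pH 7.45, DTT, CHAPS, BSA | Also added: Eu donor and XL665 acceptor anti-tag antibodies | Dosing: One concentration, 5 µM, in 0.5% DMSO | Timing: 4 h at 22.5 °C | Technique: TR-FRET 671 and 617 nm emission | Repeats: Singlicate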
PP5 inh = blocks human protein phosphatase 5 activity; purified PP5c, OMFP substrate fluorescence; AID 1987; hit rate 0.18% among 320,000; inhibition, % at 6.7 µM; P53041;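 active = inhibition above the campaign's mean inhibition across all tested compounds plus 3 SD, cut at about 9.5% in these data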;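 note: 0% = DMSO only and 100% = 100 µM cantharidin control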
TPT1 inhibitor = inhibitors of Candida albicans tRNA 2'-phosphotransferase TPT1; recombinant caTPT1, FP RNA substrate dephosphorylation; inhibition, % at 5 µM; hit rate 0.81% among 300,000;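 active = inhibition above the mean of all tested compounds plus 3 SD, set per screening campaign, cut at about 24% in these data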;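 note: plate controls were DMSO alone for no effect and ferristatin control at 100 nM for full effect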
GASC-1 inh = blocks human GASC-1 demethylase activity; GST-JMJD2C(1-420) H3K9me3 demethylation, DELFIA europium; inhibition, % at 2.35 µM; AID 2099; hit rate 0.069% among 330,000;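 active = more than half of a compound's replicate wells show inhibition beyond 50%, single wells judged on their own value; inconclusive = some, but no more than half, of replicates pass 50% inhibition; inactive = no replicate passes 50% inhibition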;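 note: signal counts dimethyl H3K9 product captured on neutravidin plate; 0% = median of DMSO wells and 100% = 0.3 times that DMSO median; strong numbers were not always called active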
Fh CTSL1 inh = counter-screen for PFM18AAP inhibitors: inhibitors of F. hepatica cathepsin L1; recombinant F. hepatica cathepsin L1, Z-Leu-Arg-MCA fluorescence; inhibition, % at 5.96 µM; hit rate 0.49% among 300,000;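 active = inhibition above the mean of all tested compounds plus 3 SD, set per screening campaign, cut at about 17% in these data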;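 note: 0% = plate median of test compound wells and 100% = 1 µM Z-Phe-Ala-diazomethylketone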
procasp3 activ = procaspase-3 (human) activation. AID 463141. hit rate 0.11% among 330,000. P42574. recombinant procaspase-3 D3A, Ac-DEVD-pNA absorbance 405 nm. activation, % at 8.5 µM;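 active = activation above the mean of all tested compounds plus 3 SD, cut at about 21% in these data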;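 note: 0% = DMSO alone and 100% = DMSO wells spiked with extra 5 µM PC-3 D3A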
Target sequence (P42574 whole entry D9A/D28A/D175A): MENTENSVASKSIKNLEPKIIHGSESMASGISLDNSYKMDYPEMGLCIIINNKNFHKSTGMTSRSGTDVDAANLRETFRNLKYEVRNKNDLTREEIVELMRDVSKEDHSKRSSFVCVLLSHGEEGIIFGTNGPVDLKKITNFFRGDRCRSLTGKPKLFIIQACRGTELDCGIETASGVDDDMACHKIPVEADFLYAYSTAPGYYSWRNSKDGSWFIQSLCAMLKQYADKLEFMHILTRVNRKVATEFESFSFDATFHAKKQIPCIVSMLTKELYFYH
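Test system: Procaspase-3 D3A mutant, all three cleavage aspartates alanine | Dosing: Single dose, 8.5 µM nominal compound, 0.8% DMSO | Schedule: 1 h preincubation, 2 h reaction | Technique: 405 nm absorbance of p-nitroaniline, reads at 0 and 120 min | Repeats: One well per compound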
PP1 inh = blocks human PP1-alpha phosphatase, a PP5 counter-screen; P62136; purified PP1alpha, OMFP fluorescence; inhibition, % at 6.7 µM; hit rate 0.9% among 320,000; AID 2235;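 active = inhibition above the mean inhibition of all tested compounds plus 3 SD, computed separately for each screening campaign, cut at about 15% in these data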
Target sequence (P62136 whole entry, looked up): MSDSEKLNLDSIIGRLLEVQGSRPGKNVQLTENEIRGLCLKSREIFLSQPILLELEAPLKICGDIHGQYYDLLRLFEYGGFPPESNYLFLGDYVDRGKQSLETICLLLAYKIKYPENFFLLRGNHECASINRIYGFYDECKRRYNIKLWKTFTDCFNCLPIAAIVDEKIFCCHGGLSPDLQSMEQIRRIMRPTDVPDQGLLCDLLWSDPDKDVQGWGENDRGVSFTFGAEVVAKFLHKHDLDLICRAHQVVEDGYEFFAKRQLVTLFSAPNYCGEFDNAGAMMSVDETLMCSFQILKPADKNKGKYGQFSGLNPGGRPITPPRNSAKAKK
proCasp7 act = activates human procaspase-7, counter-screen for procaspase-3 activators. activation, % at 8.5 µM. hit rate 0.093% among 330,000. AID 463210. recombinant procaspase-7, Ac-DEVD-pNA absorbance 405 nm; D23A/D198A/D206A triple mutant, cannot self-cleave; scale: DMSO 0, 5 µM enzyme 100. P55210;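 active = percent activation above the screen-wide mean plus 3 SD, cut at about 25% in these data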
Target sequence (P55210 whole entry D23A/D198A/D206A): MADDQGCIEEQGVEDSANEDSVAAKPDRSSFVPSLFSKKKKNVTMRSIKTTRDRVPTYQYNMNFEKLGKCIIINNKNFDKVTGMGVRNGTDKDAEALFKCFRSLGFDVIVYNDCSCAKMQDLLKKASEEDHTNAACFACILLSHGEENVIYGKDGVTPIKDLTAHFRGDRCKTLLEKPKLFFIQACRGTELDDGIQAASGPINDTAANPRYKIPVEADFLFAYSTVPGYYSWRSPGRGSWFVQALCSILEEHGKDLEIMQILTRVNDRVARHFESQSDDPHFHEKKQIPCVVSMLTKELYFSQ
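System: Uncleavable procaspase-7 mutant enzyme; Amount: 2 µM procaspase-7 mutant as dispensed; Schedule: 1 h compound preincubation, 2 h substrate cleavage, 25 °C; Measured by: 405 nm absorbance of p-nitroaniline; Evaluation: percent activation from buffer-corrected 0–120 min absorbance change; Control set: low DMSO alone, high DMSO plus 5 µM PC-7.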
The depositor's hits bear a star; u = inconclusive; x = no result given; & = joins results of further samples.

SMILES	Efflux pump inh	HCV core dimer	PP5 inh	TPT1 inhibitor	GASC-1 inh	Fh CTSL1 inh	procasp3 activ	PP1 inh	proCasp7 act
O=C(CN1C(=O)C2C3C=CC(C3)C2C1=O)Nc1ccc(C(=O)O)cc1 (configuration not stated)	-0.3	-4.7	-1.2	-4.0	-9.7	-3.7	2.0	-2.7	0.1
COC(=O)c1ccc(CSc2nc(-c3ccccc3)cs2)o1	0.2	2.5	4.8	2.8	1.5	-6.0	-2.2	-0.2	2.0
CCOC(=O)c1oc2ccc(S(=O)(=O)n3nc(-c4ccc(C)cc4)cc3N)cc2c1C	-0.1	1.1	-1.6	-4.2	-5.5	-1.0	-1.7	-4.0	-7.9
O=C(O)CCSc1nc2ccccc2n1CCOc1ccccc1	0.3	0.1	1.0	0.8	7.6	-2.8	-0.1	-3.4	-3.2
COc1ccc(CNC(=O)c2ccc(NC(=O)CC3SC(N4CCCC4)=NC3=O)cc2)cc1 (configuration not stated)	0.1	-0.9	-0.2	-2.4	-4.8	-2.9	0.4	-3.6	9.8
Cc1ccc(OCC(=O)Nc2ccc3c(c2)OCO3)cc1C	-0.2	13.9	4.2	-1.9	-1.1	1.7	-1.5	-1.9	1.4
CC(C)(C)NC(=O)/C(=C/c1cccnc1)NC(=O)c1ccco1	-0.1	-6.4	3.9	-2.9	-0.1	-3.5	-2.8	-5.7	2.8
COc1ccc(CN2C(=O)C(O)(CC(=O)c3ccc4c(c3)OCO4)c3ccccc32)cc1OC (configuration not stated)	-0.5	5.2	-1.1	0.1	-29.0	-0.7	-5.8	1.1	6.9
Cc1ccc(-n2nnc3c(SCC(=O)NCC4CCCO4)ncnc32)cc1 (configuration not stated)	0.1	1.8	2.2	5.9	34.1	-3.0	-1.5	-0.8	0.1
CCC1(CC)NC(=O)N(CC(=O)OC(C)C(=O)Nc2cc([N+](=O)[O-])ccc2OC)C1=O (configuration not stated)	0.2	-14.7	3.5	2.3	8.2	-50.7	6.0	-4.1	-0.4
CCCN1CCN(C(=O)c2cc3c(s2)-c2ccccc2OC3)CC1	0.1	1.8	2.2	0.9	17.5	4.1	5.1	-2.1	-9.1
Cc1nnc2n(c1=O)N=C(c1ccc(Cl)cc1)CS2	0.0	4.2	2.4	0.9	-6.0	3.7	-10.7	-2.3	-16.1
Cc1ccc(C(=O)N(c2c(C)n(C)n(-c3ccccc3)c2=O)C(C)C)cc1	-0.1	-6.0	1.9	1.0	-9.9	-1.7	4.0	-0.3	-2.5
CC1(N(O)/C=C2\C=CC=CC2=O)CCCCC1=O (configuration not stated)	0.2	-1.8	-1.7	-0.6	-7.5	-3.4	-6.0	-3.9	0.3
O=C(Nc1cccnc1)c1cc(-c2cc(Cl)ccc2O)n[nH]1	0.0	0.5	-1.5	-3.4	-9.4	-3.5	-3.1	-1.4	6.4
CCS(=O)(=O)c1ncc(Cl)c(C(=O)Nc2ccc(S(=O)(=O)N(C)c3ccccc3)cc2)n1	0.0	2.4	3.6	-2.4	18.6	3.0	-3.4	3.1	-7.6
Cc1ccc(Cc2nnc(SCC(=O)Nc3c(C)cccc3C)[nH]c2=O)cc1	-0.1	1.1	-0.5	-1.2	17.4	4.5	-2.1	0.9	6.5
CN(C)c1ccc(-c2nnn(CC(=O)N3c4ccccc4CCc4ccccc43)n2)cc1	0.1	15.1	0.8	-0.2	-9.9	-1.4	-0.6	1.2	-0.7
CCC(=O)Nc1ccc(C(=O)Nc2ccc3c(c2)OCO3)cc1	0.1	-2.8	-1.3	3.7	7.9	0.9	-6.0	-3.4	2.6
COc1cc(-c2nnc(-c3ccccc3)o2)cc(OC)c1OC	-0.1	-2.6	1.5	-4.5	4.8	1.4	-7.6	0.5	9.6
COCCn1c(SCC(=O)NC2CCCCC2C)nc2ccccc2c1=O (configuration not stated)	-0.1	-3.5	0.3	-1.1	-2.0	-1.5	-2.7	4.1	-3.3
Clc1ccc(-c2c[nH]c3ccccc23)nn1	0.0	2.9	2.1	-1.9	5.5	-1.9	-0.1	-0.2	-11.4
O=c1[nH]cnc2c1ncn2[C@@H]1C[C@@H](O)[C@H](CO)O1	0.1	0.1	-0.7	-1.9	-8.5	-0.2	-7.1	8.7	-5.3
CC(=O)N1CC=CC1(C)C(=O)NCc1cc(F)cc(C(F)(F)F)c1 (configuration not stated)	x	-3.4	-0.2	-5.7	0.5	2.8	-1.5	1.0	3.1
CN(C)c1ccc(C2(O)C(=O)c3ccccc3C2=O)cc1	0.1	-3.9	2.0	-4.9	10.7	-1.6	8.2	-6.7	0.1
COc1ccc2nc(NC(=O)C3=NN(c4ccccc4)C(=O)CC3)sc2c1	0.5	24.9	3.2	1.2	5.7	2.6	4.2	-3.4	-1.2
Cc1cccn2c(N)c(-c3ccccc3)nc12	0.0	-27.9	-1.9	-27.2	12.3	0.5	-3.5	-0.6	-2.0
Cc1oc(-c2cc(F)ccc2F)nc1CN1CCN(C)C(=O)[C@@H]1C	-0.1	4.9	4.9	2.0	3.5	-1.0	9.2	-2.5	-3.4
CN(C)c1ccc(N/C=C/C(=O)c2ccc(F)cc2)cc1	0.3	-16.0	8.5	36.0*	-18.6	-2.3	-13.2	-4.9	-15.6
Cn1cc(/C=N/NC(N)=S)c2ccccc21	0.1	-1.1	1.4	-2.3	-26.0	99.8*	-7.1	-6.0	-14.9
Oc1oc(-c2ccco2)nc1C=Nc1cccc(Cl)c1	0.0	-1.8	4.2	3.8	-7.1	36.5*	-23.0	4.7	-40.9
CCOC(=O)c1c(NC(=O)C(C)OC(=O)c2ccc(NC(=O)CC#N)cc2)sc2c1CCCC2 (configuration not stated)	-0.1	18.8	4.2	12.8	-10.0	13.0	-2.2	6.7	-3.3
Cc1ccc(SCC(=O)Nc2cc(C)on2)cc1	-0.1	1.3	0.1	-1.5	-0.4	-1.6	4.0	-1.9	13.6
CN1C(C)(C)CC(=NOC(=O)c2ccccc2)CC1(C)C	0.1	-7.9	1.5	-1.8	-23.7	-4.9	-5.6	2.8	13.3
Cc1ccc(/C(N)=N/OC(=O)C(C)c2ccc([N+](=O)[O-])cc2)cc1 (configuration not stated)	-0.1	-3.2	0.4	-1.7	-3.3	2.8	5.3	3.3	6.9
CCc1ccccc1NC(=O)CSc1nc(-c2ccccc2)nn1C(=O)c1cccc([N+](=O)[O-])c1	0.0	0.8	0.3	-5.5	-5.2	-3.2	1.4	9.5	-0.5
Cc1ccc(C(=O)NCC(=O)OCC(=O)c2ccc3c(c2)OCCO3)cc1C	0.1	2.8	0.4	2.0	198.5	-19.2	-1.4	-2.4	-8.0
CNc1nc(C(=O)O)nc(N2CCOCC2)n1	-0.1	-5.6	-0.6	3.8	u	1.1	2.6	1.5	-3.0
Cc1nc2c(-c3ccc(F)cc3)c(C)nn2c(C)c1CCC(=O)Nc1ccccc1F	0.0	-2.3	2.7	-3.5	5.7	1.8	0.0	8.8	12.2
O=C(COC(=O)c1cccc(S(=O)(=O)NCc2ccccc2)c1)c1ccccc1	0.0	4.1	1.7	0.8	-6.7	2.3	-4.5	3.4	2.8

Two entries from above, with two lines to a compound:
Order of values: Efflux pump inh, HCV core dimer, PP5 inh, TPT1 inhibitor, GASC-1 inh, Fh CTSL1 inh, procasp3 activ, PP1 inh, proCasp7 act
Cc1ccc(/C(N)=N/OC(=O)C(C)c2ccc([N+](=O)[O-])cc2)cc1 (configuration not stated)
    -0.1, -3.2, 0.4, -1.7, -3.3, 2.8, 5.3, 3.3, 6.9
CCc1ccccc1NC(=O)CSc1nc(-c2ccccc2)nn1C(=O)c1cccc([N+](=O)[O-])c1
    0.0, 0.8, 0.3, -5.5, -5.2, -3.2, 1.4, 9.5, -0.5

Next section.
SMILES	Efflux pump inh	HCV core dimer	PP5 inh	TPT1 inhibitor	GASC-1 inh	Fh CTSL1 inh	procasp3 activ	PP1 inh	proCasp7 act
COC(=O)Cn1ncc2c3ccccc3n(C)c2c1=O	0.0	1.8	2.4	-0.9	8.5	2.1	-5.3	-4.3	-14.5
O=C(CSc1ccccc1C(=O)O)NC1CCCCCC1	-0.1	-2.0	1.6	-1.8	-6.2	-2.6	-5.0	-1.3	-8.1
Cc1ccccc1OCC(=O)Nc1ccc(C)c(S(=O)(=O)N2CCCCCC2)c1	0.0	6.5	1.9	0.8	-17.0	-13.4	1.9	3.3	4.7
Cn1c(CNc2cccc(C(F)(F)F)c2)n[nH]c1=S	0.0	0.9	0.6	-5.5	-3.8	-3.0	-0.5	-3.1	-4.7
COc1ccc(CCNC(=O)COc2ccc(N(C)S(=O)(=O)c3ccc(C)cc3)cc2)cc1	0.0	4.3	2.3	-1.4	3.9	-2.7	9.7	3.7	2.5
CC1=CCC2C(=O)N(CCc3c[nH]c4ccccc34)C(=O)C2C1 (configuration not stated)	0.3	-0.5	4.1	0.5	-17.6	0.5	-5.3	-7.3	-6.3
N#Cc1c(C(F)(F)F)cc(-c2ccco2)nc1SCc1ccccn1	0.3	5.3	3.7	26.9*	21.2	6.8	-5.3	5.0	-11.2
Cc1c(C(=O)NCc2cccnc2)sc2nc(-c3ccc(F)cc3)cn12	0.1	-4.1	2.3	0.8	-18.8	4.0	-5.8	2.1	-4.2
Cc1cc(NC(C)c2ccccc2)n2ncc(-c3ccccc3)c2n1 (configuration not stated)	0.1	0.7	0.2	-1.8	11.0	6.8	8.5	2.9	7.9
CC(C)(C)c1nc(C(C)(C)C)c(Br)c(=O)[nH]1	-1.2	4.0	0.8	-1.2	-3.2	-3.3	8.6	0.2	-4.5
COc1ccc(CN2C(=O)c3ccccc3C2=O)cc1C(=O)Nc1ccc(C)cc1C	0.3	5.3	-0.7	-3.2	6.5	-2.4	2.4	-1.9	4.0
CC(=O)CCc1oc2ccccc2c1-c1ccccc1	0.0	2.9	-1.6	-4.7	1.2	-2.9	-11.8	1.2	-2.3
Cc1ccc(NC(=O)CSc2nnc(Cn3c(=O)sc4ccccc43)n2C)cc1	-0.1	-3.7	1.3	-2.2	4.8	-1.5	5.3	-2.9	21.0
Cc1ccc(N2C(=O)C3C4C=CC(CC4)C3C2=O)cc1Br (configuration not stated)	0.2	0.3	0.3	4.0	-9.2	-2.3	-3.7	-2.3	0.0
Cn1c(=O)cc(OCC(=O)NCCCN2CCN(Cc3ccccc3)CC2)c2ccccc21	0.1	-0.4	-1.1	0.2	3.8&-17.6	2.1	-4.2	-2.2	3.6
CC(=O)c1ccc(NC(=O)CN(C)CC(=O)Nc2cccc(F)c2)cc1	0.4	-2.3	0.8	1.7	2.3	-0.1	-0.5	-1.6	2.6
CC1CC(NC(=O)C2(C)CC2(Cl)Cl)CC(C)(C)C1 (configuration not stated)	0.3	1.6	2.7	2.0	-11.8	0.6	0.1	-3.3	-9.5
CCOc1ccc(N2C(=O)CCC2=O)cc1	0.0	4.0	-4.3	-1.1	-0.5	0.4	5.2	-4.3	4.5
